# SARS 3CLpro inh: SARS-CoV 3CLpro protease inhibitors, primary screen, biochemical, quenched FRET; inhibition, % at 6 µM; Replicase polyprotein 1ab (Severe acute respiratory syndrome coronavirus), P0C6X7; recombinant SARS-CoV 3CLpro, quenched FRET peptide cleavage; 290,000 tested, 0.14% active; in the data active means inhibition above about 12%
# BH1578 lux ind: inducers of Vibrio cholerae quorum light production without autoinducers, primary screen, BH1578 luxS cqsA deficient, single point; activation, % at 18.7 µM; V. cholerae BH1578 lux reporter, luminescence, 6 h; 350,000 tested, 0.16% active; in the data active means activation mostly above about 9.7%, no sharp cut-off; further: not every result past the cut was called active; inactives centre near 0; reference of the scale not given here
# UGM FP inh: M. tuberculosis UGM enzyme inhibitors, primary screen, biochemical, fluorescence polarization, single point; 320,000 tested, 0.06% active; purified UGM, fluorescence polarization probe displacement; inhibition, % at 10 µM; in the data active means inhibition above about 10%, passing the limit was not always enough
# MazF activator: activators of E. coli MazEF toxin-antitoxin RNase, primary screen, biochemical, fluorescence, uHTS; Endoribonuclease toxin MazF (Escherichia coli (strain K12)), P0AE70; FAM/BHQ RNA-DNA oligo cleavage fluorescence, 5 h; activation, % at 20 µM; 350,000 tested, 0.32% active; AID 504720, 2011; in the data active means activation above about 50%
# Target sequence (P0AE70 whole entry, looked up): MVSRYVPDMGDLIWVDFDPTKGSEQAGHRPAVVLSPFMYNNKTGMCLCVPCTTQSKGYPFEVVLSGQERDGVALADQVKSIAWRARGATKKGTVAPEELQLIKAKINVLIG
# GDH-TPI counter: GDH-TPI coupling enzyme inhibitors, primary screen, artefact control for M. tuberculosis FBA inhibitor project, biochemical, absorbance, full deck | GDH-TPI coupled enzyme counterscreen, NADH absorbance | inhibition, % at 4.8 µM | 360,000 tested, 1.2% active | AID 588335, 2011; in the data active means inhibition above about 30%;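 further: 0% = DMSO wells and 100% = wells lacking the enzyme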
# Mtb FBA inh: Mtb FBA enzyme inhibitors, primary screen, biochemical, fluorescence, strain H37Rv. inhibition, % at 1 µM. purified M. tuberculosis FBA, fluorescence read-out. 360,000 tested, 2.3% active. Fructose-bisphosphate aldolase (Mycobacterium tuberculosis (strain ATCC 25618 / H37Rv)), …. AID 588726, 2011; in the data active means inhibition above about 27%;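 further: 0% = vehicle and 100% = reference inhibitor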
# Target sequence (P9WQA3 whole entry, looked up): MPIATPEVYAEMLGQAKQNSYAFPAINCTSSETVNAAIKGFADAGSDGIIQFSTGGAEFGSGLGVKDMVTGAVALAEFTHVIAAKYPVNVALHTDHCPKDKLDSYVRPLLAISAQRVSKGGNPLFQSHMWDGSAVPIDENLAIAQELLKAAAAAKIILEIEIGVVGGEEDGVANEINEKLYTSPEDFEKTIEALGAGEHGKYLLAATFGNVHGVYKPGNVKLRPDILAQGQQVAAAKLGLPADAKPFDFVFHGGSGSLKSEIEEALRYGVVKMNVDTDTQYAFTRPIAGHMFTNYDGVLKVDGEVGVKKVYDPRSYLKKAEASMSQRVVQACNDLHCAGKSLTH
# VHR inh abs: VHR1 phosphatase inhibitors, primary screen, biochemical, absorbance, uHTS | Dual specificity protein phosphatase 3 (Homo sapiens), P51452 | 290,000 tested, 0.52% active | inhibition, % at 13.3 µM | recombinant VHR phosphatase, pNPP absorbance; in the data active means inhibition above about 50%; further: some compounds called inactive have numbers as strong as hits
# Target sequence (P51452 whole entry, looked up): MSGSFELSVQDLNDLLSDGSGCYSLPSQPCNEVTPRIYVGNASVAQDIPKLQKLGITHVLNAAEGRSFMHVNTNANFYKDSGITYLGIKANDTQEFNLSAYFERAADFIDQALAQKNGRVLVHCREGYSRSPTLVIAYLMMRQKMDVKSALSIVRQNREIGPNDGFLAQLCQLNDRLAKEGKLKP
# Rv3671c protease: Rv3671c serine protease inhibitors, primary screen, biochemical, fluorescence polarization, M. tuberculosis H37Rv. inhibition, % at 5.96 µM. 320,000 tested, 0.048% active; in the data active means inhibition above about 38%;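 further: extracellular domain of Rv3671c used as enzyme; 0% = enzyme with DMSO and 100% = no enzyme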
# Target sequence (P9WHR9 whole entry, looked up, the tested form may be a part): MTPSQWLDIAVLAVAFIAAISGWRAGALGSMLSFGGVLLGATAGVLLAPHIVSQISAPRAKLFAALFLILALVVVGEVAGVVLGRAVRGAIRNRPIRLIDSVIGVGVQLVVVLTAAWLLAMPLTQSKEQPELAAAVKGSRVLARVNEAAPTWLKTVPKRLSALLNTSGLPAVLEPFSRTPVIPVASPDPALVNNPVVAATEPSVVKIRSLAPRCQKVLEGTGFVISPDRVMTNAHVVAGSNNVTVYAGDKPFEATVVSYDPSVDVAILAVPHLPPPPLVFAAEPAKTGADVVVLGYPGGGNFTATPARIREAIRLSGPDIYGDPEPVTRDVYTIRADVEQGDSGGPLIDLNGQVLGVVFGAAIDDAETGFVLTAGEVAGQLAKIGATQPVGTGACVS
# SSB-PriA inh: inhibitors of Klebsiella pneumoniae PriA binding to SSB C-terminal tail, primary screen, biochemical, AlphaScreen. 430,000 tested, 0.6% active. inhibition, % at 33 µM. PriA–SSB C-terminal tail interaction (Klebsiella pneumoniae). AlphaScreen SSBct-PriA binding, biotinylated peptide. AID 1272365, 2023; in the data active means inhibition mostly above about 37%, no sharp cut-off; inactive means mostly below about 20%;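 further: plate controls were negative control peptide for no effect and reference peptide for full effect; strong numbers were not always called active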
# Mtb BioA inh: M. tuberculosis BioA enzyme inhibitors, primary screen, biochemical, plate reader, single point, HTS | 7,8-diaminopelargonic acid synthase BioA (Mycobacterium tuberculosis) | purified M. tuberculosis BioA enzyme | inhibition, % at 9.99 µM | 360,000 tested, 0.096% active | AID 602481, 2012; in the data active means inhibition above about 40%
# * = called active by the depositor; i = inactive; . = no result given; & = joins results of further samples. A portion of the library; rates above refer to the full screens.
# The line under a structure holds: SARS 3CLpro inh	BH1578 lux ind	UGM FP inh	MazF activator	GDH-TPI counter	Mtb FBA inh	VHR inh abs	Rv3671c protease	SSB-PriA inh	Mtb BioA inh
COc1ccc(C2C(C(=O)OCC(=O)NC(C)(C)C)CCC(=O)N2c2ccc(C)cc2)cc1OC (configuration not stated)
 : 0	-0.2	1.9	3	7	0	3	11	-13	-2.4
CC(C)(C)C1CCC(=NOC(=O)c2ccc(F)cc2)CC1 (configuration not stated)
 : -4	-1.1	3.3	7	1	-4	13	5	-12	.
Fc1ccc(-c2nc3c(Cl)cc(C(F)(F)F)cn3c2Cl)cc1
 : -8	-0.3	2.2	2	-2	5	10	9	-6	-0.5
COc1ccc(/C=N/n2c(-c3ccccc3)n[nH]c2=S)cc1
 : 7	i	1.3	12	3	3	-13	-6	.	0.5
CCOC(=O)N1CCN(C(=O)c2cccn3c(=O)c4cc(Br)ccc4nc23)CC1
 : -2	-1.4	-1.9	3	7	16	16	-2	-2	.
Cc1cccc(CSc2nnc(CCCCCNC(=O)OC(C)(C)C)o2)c1
 : -5	-0.6	-0.8	3	1	1	-7	4	-20	-1.1
COC(=O)Cc1c(O)ccn(CCc2c[nH]c3ccccc23)c1=O
 : 1	-0.6	1.0	6	0	-2	6	-3	-1	.
CC(=O)NC[C@H]1O[C@@H](n2ccc(N)nc2=O)[C@H](O)[C@@H]1O
 : .	-0.5	.	-2	13	2	.	.	.	-3.5
CCCc1nn(C)c2c1C(c1ccncc1)C(C#N)=C(N)O2 (configuration not stated)
 : 1	1.3	-0.8	-4	4	0	4	7	2	-2.5
O=C(Nc1ccc(CN2CCCCC2)cc1)c1ccc(Br)o1
 : 0	1.4	-0.2	5	14	5	-16	-1	-5	-1.0
CC(C)CC(=O)N1CCC(N2CCN(c3ccccc3)CC2)CC1
 : 3	-0.9	2.9	4	2	8	21	7	-4	-0.2
CN1C(=O)c2cccc3c(S(=O)(=O)Nc4ccc(O)c(C(=O)O)c4)ccc1c23
 : 6	-0.6	-0.4	11	2	-6	8	-12	5	8.8
Cc1ccc(S(=O)(=O)N2CCOCC2)cc1C(=O)NCC1CCCO1 (configuration not stated)
 : 4	i	-0.5	3	4	3	-9	-6	-2	-1.2
CCN1CCN(c2ccc(S(=O)(=O)N3CCCCC3)cc2NC(=O)COc2ccc(F)cc2Cl)CC1
 : -4	-0.4	1.1	-2	-2	-2	5	-8	26	0.5
COc1ccc(-c2nc(CSCC(=O)NC3CCN(Cc4ccccc4)CC3)c(C)o2)cc1OC
 : -1	-3.4	1.1	0	2	13	2	-3	1	-1.8
O=C(COC(=O)c1ccccc1Br)NCCC1=CCCCC1
 : 5	1.3	0.5	-16	-2	0	5	10	-8	-0.5
O=C(Nc1ccccc1F)c1ccc(CNS(=O)(=O)c2cccc(C(F)(F)F)c2)cc1
 : 0	-0.4	3.3	3	7	0	0	4	-5&-4&-20	-1.4
CC(NC(=O)CCSCc1ccccc1F)c1ccccc1 (configuration not stated)
 : -3	-0.5	-1.9	-12	-6	0	14	0	-7	0.1
Cc1cc(C)c(NC(=O)CN2C(=O)NC3(CCOc4ccccc43)C2=O)c(C)c1 (configuration not stated)
 : -1	i	1.7	-1	2	-1	10	3	-10	-4.2
CCS(=O)(=O)N1CCC(C(=O)O)CC1
 : -1	i	1.8	13	-1	4	-8	4	-5	.
CC(C)(C)c1cc[n+](/C(C(=S)NC2CC2)=C(/[O-])c2ccc(Cl)s2)cc1
 : 4	i	-1.9	-3	17	-5	4	-6	.	5.8
COc1ccc(S(=O)(=O)N2CC(O)CC2C(=O)Nc2cccnc2)cc1 (configuration not stated)
 : -1	0.0	4.3	-5	-13	5	-8	8	-7	0.0
NC(=O)c1cccc(-c2csc(C(O)c3ccccc3)n2)c1 (configuration not stated)
 : .	-0.4	.	.	1	-2	.	.	.	-0.5
CSc1cccc(NC(=O)CCCOc2ccc(Cl)cc2Cl)c1
 : -4	-2.0	-1.9	5	0	-2	23	-39	-9	-0.6
Cc1ccc(CNC(=O)c2cnc(-c3ccccn3)nc2C(F)(F)F)cc1
 : 5	-10	-0.1	7	7	-1	11	7	-17	-0.9
COc1cccc(NC(=O)CN(C)C(=O)c2cc(-c3ccc(C)o3)nc3ccccc23)c1
 : .	-5.9	-1.3	1	6	56*	.	-9	6	-1.0
Cc1ccc(C)c(N2CCN(C(=O)CCCCn3c(=O)[nH]c4ccccc4c3=O)CC2)c1
 : 11	-1.8	2.9	1	-2	1	17	-2	3	1.7
COCCN(C(=O)c1cc(Cl)nc2ccccc12)c1c(N)n(Cc2ccccc2)c(=O)[nH]c1=O
 : .	-0.4	1.8	1	-20	0	.	-7	3	-0.1
CCOc1ccc(S(=O)(=O)N(C)c2ccc(OCC(=O)NCc3ccc(C(=O)OC)cc3)cc2)cc1
 : 7	0.4	-1.5	-1	-13	2	37	-4	-7	.
CC(=O)c1nc(N2C(=O)CC(Cc3ccc(C)cc3)C2=O)sc1C (configuration not stated)
 : 6	-1.0	-0.8	-5	4	-2	22	-9	-5	5.4

# The last 4 entries of the section above are carried over, then new ones follow:
# The line under a structure holds: SARS 3CLpro inh	BH1578 lux ind	UGM FP inh	MazF activator	GDH-TPI counter	Mtb FBA inh	VHR inh abs	Rv3671c protease	SSB-PriA inh	Mtb BioA inh
Cc1ccc(C)c(N2CCN(C(=O)CCCCn3c(=O)[nH]c4ccccc4c3=O)CC2)c1
 : 11	-1.8	2.9	1	-2	1	17	-2	3	1.7
COCCN(C(=O)c1cc(Cl)nc2ccccc12)c1c(N)n(Cc2ccccc2)c(=O)[nH]c1=O
 : .	-0.4	1.8	1	-20	0	.	-7	3	-0.1
CCOc1ccc(S(=O)(=O)N(C)c2ccc(OCC(=O)NCc3ccc(C(=O)OC)cc3)cc2)cc1
 : 7	0.4	-1.5	-1	-13	2	37	-4	-7	.
CC(=O)c1nc(N2C(=O)CC(Cc3ccc(C)cc3)C2=O)sc1C (configuration not stated)
 : 6	-1.0	-0.8	-5	4	-2	22	-9	-5	5.4
COC(=O)C1=C[C@@H](C(=O)OC)[C@@H]2C3=C(C(=O)[C@@]2(C)NC(=O)c2ccccc2)[C@H](c2ccccc2)[C@@H]2C(=O)NC(=O)[C@@H]2[C@@H]3C1
 : .	i	3.5	3	12	3	.	0	1	-2.7
COc1cccc(CN(C)C(=O)c2cccc(S(=O)(=O)N3CCN(c4ccc(F)cc4)CC3)c2)c1OC
 : .	i	-2.0	3	6	-2	.	-8	4	-1.9
COc1ccc(-c2n[nH]c(C)c2-c2ccc(Cl)cc2)c(O)c1OC
 : 5	i	1.6	3	6	-1	2	4	-8	.
O=S1(=O)CCN(Cc2ccc(F)cc2)CC1
 : 0	-3.1	-1.0	0	2	5	-10	-1	-7	.
CN(CC(=O)O/N=C(\N)c1ccccn1)S(=O)(=O)c1cc(Cl)ccc1Cl
 : -4	1.0	-0.5	0	-1	3	6	10	i	1.1
CCCCc1nc(NCc2ccccc2)c(C#N)c2c1COC(C)(C)C2
 : -5	-25	-1.7	-3	-1	0	37	3	-5	-1.5
COc1ccccc1CC(NC(C)=O)C(=O)NC1CCN(C(=O)Nc2ccccc2Cl)CC1 (configuration not stated)
 : 1	-0.4	-1.8	6	-3	-4	16	0	1	.
CCOC(=O)c1sc2nc3c(cc2c1N)COC(C(C)C)C3 (configuration not stated)
 : -3	.	-2.3	1	8	1	21	-1	-11	-0.9
CCN(CC(=O)NC(C)(C)C)C(=O)CN1c2cccc3cccc(c23)S1(=O)=O
 : -3	-0.9	0.6	-5	-1	15	1	3	-1	.
O=S(=O)(NCc1ccc(Cl)cc1)c1cnc[nH]1
 : 1	13	0.6	3	1	1	-6	-9	-6	3.7
COc1ccc(N2CCN(CCNC(=O)C3CC(=O)N(C4CCCC4)C3)CC2)cc1 (configuration not stated)
 : -6	-0.4	-0.1	-4	2	-1	39	5	2	1.6
Cc1ccc(NC(=O)Cn2nnc(-c3ccccc3NC(=O)c3cccs3)n2)cc1
 : -2	-0.7	0.1	-13	0	0	-2	-51	-3	-1.4
O=C(CCN1C(=O)S/C(=C/c2ccc(F)cc2)C1=O)Nc1ccc(O)c(C(=O)O)c1
 : 1	-6.7	0.7	-5	32*	3	-27	-8	-18	1.1
N#CNC1=NCN(CCc2ccccc2)CN1
 : -2	.	1.5	10	9	-1	27	-3	3	-0.9
CCOC(=O)C(NCCOC)(NC(C)=O)C(F)(F)F (configuration not stated)
 : -3	0.2	1.9	1	-13	-1	21	1	-5	-1.1
CCOC(=O)c1c(C)nc2sc(C(=O)Nc3ccccc3)c(N)c2c1-c1ccc(OC)cc1
 : -3	i	-0.2	-1	3	11	-13	-2	-36	0.0
CCOc1cccc(N)c1
 : .	-0.3	1.6	12	-1	0	.	1	10	-1.0
CCOC(=O)Cn1cc(/C=C(/C#N)C(=O)NC(C)C)c2ccccc21
 : -1	i	-0.1	-2	4	3	15	-6	-3	7.2
COc1ccccc1CNS(=O)(=O)c1ccc2c(c1)N(C(C)=O)CCO2
 : 8	-4.8	-0.7	-23	-4	1	4	-5	0	0.4
CC(C)NC(=O)C1(C)CCN1C(=O)c1ccccc1F (configuration not stated)
 : .	-0.5	.	.	13	2	.	.	.	-0.1
O=C1CN(C(=O)c2cc3ccccc3oc2=O)C(c2ccccc2)c2cc(F)ccc2N1 (configuration not stated)
 : 1	-0.3	0.9	7	-2	3	-7	7	-20	-0.5
Cc1ccc(C)c(NC(=O)C(CC(=O)O)C2CCCO2)c1 (configuration not stated)
 : -2	i	2.0	5	14	1	6	-6	-10	-0.8
COc1ccc(OCCSc2nnc(CCNC(=O)c3ccc(Cl)c(Cl)c3)n2C)cc1
 : -9	i	-0.3	-8	11	0	10	-3	-8	.
C[C@@H]1CN([C@@H](C)CO)C(=O)CCCn2nncc2CO[C@@H]1CN(C)S(=O)(=O)c1cccs1
 : .	0.3	.	1	3	0	.	.	.	-0.1&-1.6
COc1ccc(N2CC(C(=O)Nc3ccc(S(=O)(=O)Nc4nc(C)cc(C)n4)cc3)CC2=O)cc1 (configuration not stated)
 : 4	-0.5	-1.1	-1	-7	0	19	4	-2	-1.5
Cc1nc(N2CCN(Cc3ccccc3)CC2)nc2c1C(=O)CC(c1ccco1)C2 (configuration not stated)
 : 6	i	-1.8	-5	12	-5	26	-9	17	-7.3
Cc1[nH]c2ccc(C(=O)N3CCC(C(N)=O)CC3)cc2c1C
 : .	i	-0.8	-6	16	-2	.	3	5	0.2
CC(C)(C)NC(=O)C(c1ccc(O)cc1)N(Cc1ccco1)C(=O)CCC(=O)Nc1ccccn1 (configuration not stated)
 : -5	i	0.4	8	4	5	22	-7	-7	-2.7
COc1ccc(C(=O)NCC(=O)NCc2cc(=O)n(C)c(=O)n2C)cc1
 : 4	i	2.9	2	0	1	6	-4	-10	-1.4
COc1cccc(CN(C)C(=O)c2cc(COc3ccc(-n4cncn4)cc3)on2)c1
 : -3	-5.9	-4.2	2	-10	-7	-15	0	-18	0.4
COCCNC(=O)c1cc2c(=O)n3cccc(C)c3nc2n1C
 : .	-0.2	0.3	4	9	19	16	-3	-10	-0.7

# Assay outcomes: PubChem BioAssay, several laboratories
